# SV40 large T antigen = SV40 large T antigen inhibitors, biochemical (AID 1903) | SV40 large T antigen ATPase/helicase inhibition assay; higher % means a stronger effect | inhibition, % at 20 µM; hits with a dose series show IC50 in µM | 310,000 tested, 0.39% active; in the data active = a potency from the dose series; inconclusive = inhibition mostly from about 32% at the one dose, without a potency; inactive = the rest, 99 in 100 with inhibition below about 32%; note: strong numbers were not always called active
# NS5 inhibitors = flavivirus cap methylation enzyme inhibition – biochemical, confirmation dose response, primary screen (AID 588689); Dengue-2 NS5 methyltransferase capping enzyme assay, biochemical; higher % means a stronger effect; one-dose inhibition, % at 25 µM; IC50 in µM for titrated hits; 340,000 tested, 0.3% active; in the data active = a potency from the dose series; inconclusive = inhibition above about 29% without an active follow-up result
# CSM14.1 death rescue = protection against thapsigargin-triggered cell killing – 384-well, CSM14.1, ATP luminescence, primary screen (AID 1222). CSM14.1 thapsigargin-induced death rescue, ATP luminescence; higher % means a stronger effect. cellular ATP content (survival), % at 20 µM; hits with a dose series show EC50 in µM. 190,000 tested, under 10 active;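 active = EC50 below 50 µM in the dose-response confirmation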;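 note: death triggered by thapsigargin at about 15 µM added after 2 h compound pretreatment; cell ATP read after overnight thapsigargin exposure of roughly 18 to 22 hours; normalized against plate controls of thapsigargin alone and 5% DMSO vehicle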
# XIAP antagonists = XIAP antagonists, biochemical, IAP family, fluorescence polarization (AID 1018); XIAP BIR domain, fluorescence polarization peptide displacement; higher % means a stronger effect; displacement, % at 20 µM, or IC50 in µM where a hit was titrated; 200,000 tested, 0.007% active; in the data active = displacement above about 50%; note: a part of the inactive calls stands beside numbers as strong as those of hits
# K1F lysis inhibition = inhibition of K1F phage lysis, E. coli UTI89, bacterial capsule biogenesis inhibitors, alamar blue (AID 488966) | E. coli UTI89 K1F phage lysis, alamar blue, 2 h; higher % means a stronger effect | 340,000 tested, 0.02% active | one-dose inhibition, % at 100 µM; IC50 in µM for titrated hits;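 active = phage lysis inhibition, versus mean bacterial control, above a set limit; inconclusive = no clear call, values can overlap the other calls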;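 note: capsule biogenesis inhibitors block K1F phage lysis so surviving cells raise fluorescence; higher fluorescence means more inhibition of phage lysis; actives were called in the ten point dose series up to 300 µM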
# RSV antiviral HEp-2 = RSV antiviral activity via CPE protection, HEp-2 cells, primary 10 µM value included (AID 2391); HEp-2 cells, RSV-induced CPE inhibition; higher % means a stronger effect; one-dose CPE inhibition, % at 10 µM; IC50 in µM for titrated hits; 310,000 tested, 0.13% active; in the data active = a potency from the dose series; inconclusive = CPE inhibition mostly from about 23% at the one dose, without a potency; inactive = the rest, 99 in 100 with CPE inhibition below about 21%; note: strong numbers were not always called active
# Yfh1-off respiration = enhancers of respiration in Yfh1-depleted yeast, dose response, Friedreich's ataxia, plus single-dose screen (AID 1465) | S. cerevisiae Yfh1-off respiration, WST-1 reduction, 72 h; higher fold induction means a stronger effect | 220,000 tested, 0.074% active | fold induction at 50 µM; hits with a dose series show EC50 in µM;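 active = fold induction of absorbance versus untreated yeast above a set limit, then at least 30% activation at any dose in follow-up; inconclusive = repeats straddling the limit, or above it without dose testing; inactive = fold induction below the set limit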;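 note: activators that raise dye reduction in frataxin-depleted yeast; strong numbers were not always called active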
# WT yeast gro inh = growth inhibition of WT yeast, mitochondrial fusion screen; 190,000 tested, 2.1% active; inhibition, % at 10 µM; mitochondrial fusion phenotypic screen, WT strain; AID 1362; in the data active = inhibition above about 58%; tested in S. cerevisiae
# West Nile antiviral = West Nile virus antiviral activity, cell-based, CPE readout (AID 1621) | 290,000 tested, 0.02% active | West Nile virus-infected cells, CPE inhibition; higher % means a stronger effect | one-dose CPE inhibition, % at 10 µM; IC50 in µM for titrated hits; in the data active = a potency from the dose series; inconclusive = CPE inhibition mostly from about 3.7% at the one dose, without a potency; inactive = the rest, 99 in 100 with CPE inhibition below about 2.2%; note: strong numbers were not always called active
# WT yeast gro inh mutant strain = second read-out of WT yeast gro inh, no call of its own (marks repeat the call); inhibition, %; mitochondrial fusion phenotypic screen, mutant strain inhibition
# NS5 inhibitors pilot replicate = further read-out of NS5 inhibitors, marked with its call; inhibition, %; measured here: pilot screen replicate inhibition
# * marks the source's active call; other numbers are inactive results; i = inactive; ? = inconclusive; / = no result given; [ ] = remark or other dose.
SMILES,SV40 large T antigen,NS5 inhibitors,CSM14.1 death rescue,XIAP antagonists,K1F lysis inhibition,RSV antiviral HEp-2,Yfh1-off respiration,WT yeast gro inh,WT yeast gro inh mutant strain,West Nile antiviral,others
COc1ccc(C(=O)c2ccccc2)cc1Br,0.0%,-5.0%,-0.8%,-1.3%,0.7%,-0.3%,i,3.5,10.3,0.7%,NS5 inhibitors pilot replicate=-5.2
CCOc1ccc(Oc2ccc(S(=O)(=O)N3CCOCC3)cc2NC(=O)CCNC(C)=O)cc1,9.5%,-6.6%,/,/,1.6%[50 µM],0.9%,/,/,/,/,
Cc1ccc(C2=C/C(=C\c3cccnc3)C(=O)O2)cc1,13.0%,-1.8%,22.9%,-2.7%,0.2%,1.3%,i,5.6,10.4,-0.1%,
CCn1c(SCC(=O)c2ccc(O)c(O)c2)nnc1-c1ccccc1OC,7.83µM*,6.9%,-1.5%,-0.4%,0.6%,1.9%,i,10.9,27.0,-0.2%,
CSc1ccc(/C=N/NC(=O)COc2ccc(Br)cc2Cl)cc1,-0.2%,2.2%,-4.5%,-2.7%,3.5%,1.3%,i,-14.6,-5.5,-0.8%,
Cc1cccc(-n2ncc3c2CCCC3NC(=O)CN2CCOC2=O)c1C (stereo unspecified),11.5%,-5.2%,/,/,0.3%,7.3%,/,/,/,1.2%,
O=c1c(-c2ccccc2)c[nH]n1-c1cccc([N+](=O)[O-])c1,18.0%,-1.6%,-0.2%,-2.1%,-2.8%,0.7%,i,21.4,3.3,-1.0%,
Cc1ncccc1C(=O)N1CCCC(C(=O)c2ccc3c4c(cccc24)CC3)C1 (stereo unspecified),8.0%,-7.3%,1.7%,-9.5%,-0.1%,?,i,-12.7,-1.9,-1.3%,
CN(CC(=O)Nc1c(Cl)cccc1Cl)C(=O)CNC(=O)C1CCCCC1,3.0%,-5.9%,/,/,1.0%[50 µM],0.4%,/,/,/,-0.1%,
C=C1CCN([C@@H](CC(C)C)C(=O)NCc2ccc(Cl)c(Cl)c2)S(=O)(=O)c2ccccc21,9.9%,-10.9%,/,/,1.2%,11.3%,i,/,/,0.6%,
COc1ccccc1CNC(=O)CCS(=O)(=O)c1cccs1,0.4%,-3.2%,-0.8%,-6.6%,-0.1%,-0.1%,i,15.0,5.6,0.4%,
O=C(O)COc1ccc(NC(=O)c2ccc(NC(=O)c3ccco3)cc2)cc1,13.9%,6.2%,-1.2%,0.5%,-0.3%,1.8%,i,-8.6,11.4,0.4%,
COc1ccc(S(=O)(=O)N2CCCC(C(=O)N3CCN(C)CC3)C2)cc1Cl (stereo unspecified),-2.3%,1.9%,/,/,0.3%[50 µM],0.8%,/,/,/,-0.4%,
O=C(Nc1ccc(-c2ccccc2)cc1)c1ccco1,2.5%,0.8%,/,-0.1%,-0.1%,1.5%,i,6.9,10.6,0.8%,
CN(C)S(=O)(=O)c1cccc(NC(=O)COC(=O)CCC(=O)c2ccc(F)cc2)c1,11.8%,-10.9%,-1.9%,-2.5%,0.0%,1.0%,i,-14.8,14.8,-0.2%,
CCc1ccccc1-n1c(SCC(=O)NC)nnc1-c1cccnc1,14.5%,-4.8%,-0.3%,-6.7%,5.4%,0.7%,i,/,/,-0.3%,
CC1=CN2C(=N)/C(=C/c3ccc(Sc4ccc(C)cc4)o3)C(=O)N=C2S1,7.7%,-10.2%,-3.5%,-7.2%,3.6%,7.3%,i,77.0*,-4.0*,-0.4%,
Cc1ccc(NC(=S)Nc2ccc(Br)cc2)cc1,4.4%,-10.8%,-0.6%,-4.5%,-0.5%,0.1%,i,26.8,16.5,-0.1%,
O=C(Nc1cccc(S(=O)(=O)N2CCOCC2)c1)c1ccc2ccccc2n1,14.3%,0.6%,/,/,0.2%,?,i,/,/,-0.3%,
C=CCSc1nc2c(c(=N)n1CC=C)C1CCCC1S2 (stereo unspecified),6.6%,-3.9%,-2.6%,-2.9%,0.0%,8.6%,i,18.5,18.8,0.2%,
Cc1ccc(OCc2cc(C(=O)N3CCN(C4CCCCC4)CC3)no2)cc1C,13.3%,-2.6%,/,/,1.1%,-0.3%,/,/,/,-0.4%,
O=C(CCl)N1CCN(CC(=O)N2CCCC2)CC1,3.6%,-5.9%,/,/,-0.1%,1.9%,/,/,/,-0.7%,
O=C(CSc1nccc(=O)[nH]1)Nc1ccc(Oc2ccccc2)cc1,9.6%,-3.1%,/,/,-0.5%,1.4%,/,/,/,0.1%,
COc1ccccc1CNC(=S)Nc1cc(C)ccc1C,-2.6%,-3.6%,-1.0%,-1.6%,-0.7%,10.5%,i,66.1*,33.4*,-0.5%,
Cc1cccc(NC(=O)N(C)Cc2cccs2)c1,6.7%,-1.6%,-1.1%,-3.9%,4.8%,0.1%,i,4.2,5.3,0.5%,

# Quoted at random: 5 entries already listed.
SMILES,SV40 large T antigen,NS5 inhibitors,CSM14.1 death rescue,XIAP antagonists,K1F lysis inhibition,RSV antiviral HEp-2,Yfh1-off respiration,WT yeast gro inh,WT yeast gro inh mutant strain,West Nile antiviral,others
O=C(CSc1nccc(=O)[nH]1)Nc1ccc(Oc2ccccc2)cc1,9.6%,-3.1%,/,/,-0.5%,1.4%,/,/,/,0.1%,
CN(CC(=O)Nc1c(Cl)cccc1Cl)C(=O)CNC(=O)C1CCCCC1,3.0%,-5.9%,/,/,1.0%[50 µM],0.4%,/,/,/,-0.1%,
Cc1cccc(NC(=O)N(C)Cc2cccs2)c1,6.7%,-1.6%,-1.1%,-3.9%,4.8%,0.1%,i,4.2,5.3,0.5%,
O=C(Nc1cccc(S(=O)(=O)N2CCOCC2)c1)c1ccc2ccccc2n1,14.3%,0.6%,/,/,0.2%,?,i,/,/,-0.3%,
COc1ccc(S(=O)(=O)N2CCCC(C(=O)N3CCN(C)CC3)C2)cc1Cl (stereo unspecified),-2.3%,1.9%,/,/,0.3%[50 µM],0.8%,/,/,/,-0.4%,

# (listing goes on)
SMILES,SV40 large T antigen,NS5 inhibitors,CSM14.1 death rescue,XIAP antagonists,K1F lysis inhibition,RSV antiviral HEp-2,Yfh1-off respiration,WT yeast gro inh,WT yeast gro inh mutant strain,West Nile antiviral,others
COc1cc2c(cc1NC(=O)CC1SC(N3CCCC3)=NC1=O)oc1ccccc12 (stereo unspecified),10.2%,-8.9%,12.5%,-4.1%,-0.4%,?,i,-1.3,-2.3,0.6%,
Cc1ccc(C)n1CCN1CCN(C(=O)c2ccco2)CC1,-1.9%,4.7%,-0.8%,-1.8%,-0.1%,0.3%,i,-16.6,-4.3,-0.3%,
CCCOc1ccc(C2C(C(=O)c3ccc(C)o3)=C(O)C(=O)N2CCCn2ccnc2)cc1 (stereo unspecified),/,-4.0%,/,/,-1.3%,1.5%,i,/,/,0.1%,
O=C1NC(=Nc2ccc(O)cc2)S/C1=C\C=C\c1ccco1,31.5µM*,17.4%,/,/,0.1%,-1.4%,i,/,/,-0.8%,
Oc1ccc2ccccc2c1C=NCc1cn2ccsc2n1,5.2%,10.4%,0.7%,-3.4%,3.9%,15.7%,i,13.9,2.9,0.2%,
COc1ccc(C(=O)CCC(C)(C)[N+](=O)[O-])cc1,12.6%,-8.8%,/,-10.3%,0.4%,0.4%,i,-4.3,-8.4,-0.5%,
CCOC(=O)C1=C(C)Nc2nc(C)nn2C1c1ccc(OC)c(OC)c1 (stereo unspecified),0.3%,0.7%,-3.4%,-6.6%,5.9%,0.8%,/,0.9,-2.5,/,
CCOC(=O)c1cc(-c2ccccc2)nc2ccc(C)cc12,-6.4%,-6.3%,/,/,0.1%,5.3%,i,/,/,0.3%,
CN1C(=O)/C(=C/c2ccccc2F)Sc2ccc(C(=O)N3CCCC3)cc21,13.5%,3.9%,/,/,-0.1%,2.9%,/,/,/,1.2%,
CC(C)(C)C1CCc2c(C(=O)NNC(=O)CCCC(=O)O)csc2C1 (stereo unspecified),-1.7%,2.6%,-2.2%,4.4%,9.7%,0.9%,i,-5.5,-10.5,0.0%,
Cc1ccc2c(c1)c1nnc(SCC(=O)Nc3ccc(N(C)C)cc3)nc1n2CC(=O)O,31.1%,7.9%,/,/,-0.4%,0.8%,/,/,/,0.0%,NS5 inhibitors pilot replicate=-4.9
Cc1ccc(NC(=O)C2C3CCC(O3)C2C(=O)O)c(Br)c1 (stereo unspecified),6.8%,-8.9%,/,/,0.6%,2.1%,/,/,/,-0.1%,
CCOC(=O)c1cnn(-c2ccccc2)c1N,16.9%,0.0%,-1.0%,-1.4%,-0.9%,1.8%,i,-2.1,-1.3,-0.2%,
O=C(O)C1CCN(C(=O)COc2ccc3c4c(c(=O)oc3c2)CCC4)CC1,9.9%,-6.9%,-2.0%,-2.6%,-1.8%,2.2%,i,1.4,22.1,0.8%,
COc1ccc(CC(=O)NCc2nnc(SCC(=O)Nc3nccs3)n2C)cc1,5.0%,-11.9%,1.4%,-23.0%,-0.5%,7.2%,i,0.1,-8.8,-0.9%,
Cc1scc(C(=O)N2CCN(c3ccc(Cl)cc3)CC2)c1C,5.1%,4.5%,1.1%,-0.5%,0.1%,6.0%,i,46.1,43.8,-1.1%,
CC(C)(C)c1ccc(Oc2ccc(NC(=O)c3ccccc3C(=O)O)cn2)cc1,7.8%,/,/,/,/,1.9%,i,/,/,0.2%,
CC(C)(C#N)NC(=O)C1CCCN1S(=O)(=O)c1ccc2ccccc2c1 (stereo unspecified),11.8%,1.6%,/,/,0.3%,1.2%,/,/,/,-0.6%,
Cc1ccc(C(=O)NNc2cc(=O)n(C)c(=O)n2C)cc1C,16.0%,/,-0.8%,-4.3%,0.5%,-0.3%,i,-26.5,21.2,-0.5%,
C/C(=N\NC(=O)COc1cccc(Cl)c1)c1ccc2c(c1)OCCO2,3.3%,-3.7%,-0.8%,-5.2%,4.2%,2.1%,i,-4.3,-0.7,-0.5%,
Cc1ccc(C)c(NC(=O)CN(C)C(=O)c2sccc2C)c1,11.2%,-4.3%,/,/,4.4%[50 µM],-0.3%,/,/,/,/,

# Arranged by length of the SMILES (rising): some entries from above.
SMILES,SV40 large T antigen,NS5 inhibitors,CSM14.1 death rescue,XIAP antagonists,K1F lysis inhibition,RSV antiviral HEp-2,Yfh1-off respiration,WT yeast gro inh,WT yeast gro inh mutant strain,West Nile antiviral,others
Cc1ccc(C)c(NC(=O)CN(C)C(=O)c2sccc2C)c1,11.2%,-4.3%,/,/,4.4%[50 µM],-0.3%,/,/,/,/,
Cc1ccc(NC(=O)C2C3CCC(O3)C2C(=O)O)c(Br)c1 (stereo unspecified),6.8%,-8.9%,/,/,0.6%,2.1%,/,/,/,-0.1%,
COc1cc2c(cc1NC(=O)CC1SC(N3CCCC3)=NC1=O)oc1ccccc12 (stereo unspecified),10.2%,-8.9%,12.5%,-4.1%,-0.4%,?,i,-1.3,-2.3,0.6%,

# Assay outcomes from PubChem.

# Hits appear at their usual frequency (roughly 2.2% active in at least one column).
